ADAM10 inh = human ADAM10 inhibitors, primary screen, biochemical, QFRET, HTS; recombinant ADAM10, EDANS/DABCYL FRET peptide cleavage, 3 h; inhibition, % at 7 µM; actives 0.62% (n = 370,000);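 active = inhibition above a per-campaign cutoff equal to the mean of compounds falling between control-based bounds plus 3 SD, cut at about 20% in these data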;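 note: 0% = DMSO wells while the 100% control is not disclosed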
SIAE inh = human SIAE inhibitors, primary screen, biochemical, fluorescence polarization, FP-Rh probe, 1536-well HTS | Sialate O-acetylesterase (Homo sapiens), Q9HAT2 | SIAE FP-Rh probe binding | inhibition, % at 9.66 µM | actives 0.69% (n = 370,000) | AID 1053197, 2014;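 active = inhibition above a cutoff: mean of compounds within the control limits plus 3 SD of those, cut at about 17% in these data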;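 note: 0% = plate median of compound wells and 100% = probe without SIAE protein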
PLCb3 inh = human PLC-beta3 inhibitors, primary screen, biochemical, fluorescence; inhibition, % at 12.2 µM; Purified PLC-beta3, fluorogenic substrate; actives 0.18% (n = 370,000); in the data active = inhibition above about 11%;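 note: 0% = median of compound wells on plate and 100% = full blocker control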
DDE Tn6 FP inh = inhibitors of Tn6 peptide binding to fibrin DD(E), primary screen, biochemical, fluorescence polarization, human fibrin, Tn6 probe. Fibrin DD(E) TRITC-Tn6 fluorescence polarization displacement. inhibition, % at 8.3 µM. actives 0.21% (n = 370,000). AID 720509, 2013;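 active = inhibition above a per-campaign cutoff: mean of compounds within control limits plus 3 SD, cut at about 15% in these data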;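 note: 0% = median of all compound wells on the plate and 100% = blocking peptide control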
TDP2 inh = human TDP2 enzyme inhibitors, primary screen, biochemical, epi absorbance, recombinant enzyme; Tyrosyl-DNA phosphodiesterase 2 (Homo sapiens), O95551; T5PNP hydrolysis, p-nitrophenol absorbance 415 nm; inhibition, % at 12.8 µM; actives 0.34% (n = 370,000);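 active = inhibition above the mean of all tested compounds plus 3 SD, set per campaign, cut at about 25% in these data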;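 note: 0% = DMSO with enzyme and 100% = buffer with substrate but no TDP2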
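Assay system: Recombinant human TDP2 | Quantity: 120 nM TDP2 per well | Incubation: 2 h at 37 °C | Signal: Epi absorbance | Evaluation: Percent inhibition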
PLCg1 inh = PLC-gamma1 enzyme inhibitors, primary screen, biochemical, fluorescence, purified enzyme. inhibition, % at 12.2 µM. fluorogenic substrate. 1-phosphatidylinositol 4,5-bisphosphate phosphodiesterase gamma-1 (Homo sapiens), P19174. actives 0.84% (n = 370,000). AID 720700, 2013; in the data active = inhibition above about 9.5%
Target sequence (P19174 whole entry, looked up): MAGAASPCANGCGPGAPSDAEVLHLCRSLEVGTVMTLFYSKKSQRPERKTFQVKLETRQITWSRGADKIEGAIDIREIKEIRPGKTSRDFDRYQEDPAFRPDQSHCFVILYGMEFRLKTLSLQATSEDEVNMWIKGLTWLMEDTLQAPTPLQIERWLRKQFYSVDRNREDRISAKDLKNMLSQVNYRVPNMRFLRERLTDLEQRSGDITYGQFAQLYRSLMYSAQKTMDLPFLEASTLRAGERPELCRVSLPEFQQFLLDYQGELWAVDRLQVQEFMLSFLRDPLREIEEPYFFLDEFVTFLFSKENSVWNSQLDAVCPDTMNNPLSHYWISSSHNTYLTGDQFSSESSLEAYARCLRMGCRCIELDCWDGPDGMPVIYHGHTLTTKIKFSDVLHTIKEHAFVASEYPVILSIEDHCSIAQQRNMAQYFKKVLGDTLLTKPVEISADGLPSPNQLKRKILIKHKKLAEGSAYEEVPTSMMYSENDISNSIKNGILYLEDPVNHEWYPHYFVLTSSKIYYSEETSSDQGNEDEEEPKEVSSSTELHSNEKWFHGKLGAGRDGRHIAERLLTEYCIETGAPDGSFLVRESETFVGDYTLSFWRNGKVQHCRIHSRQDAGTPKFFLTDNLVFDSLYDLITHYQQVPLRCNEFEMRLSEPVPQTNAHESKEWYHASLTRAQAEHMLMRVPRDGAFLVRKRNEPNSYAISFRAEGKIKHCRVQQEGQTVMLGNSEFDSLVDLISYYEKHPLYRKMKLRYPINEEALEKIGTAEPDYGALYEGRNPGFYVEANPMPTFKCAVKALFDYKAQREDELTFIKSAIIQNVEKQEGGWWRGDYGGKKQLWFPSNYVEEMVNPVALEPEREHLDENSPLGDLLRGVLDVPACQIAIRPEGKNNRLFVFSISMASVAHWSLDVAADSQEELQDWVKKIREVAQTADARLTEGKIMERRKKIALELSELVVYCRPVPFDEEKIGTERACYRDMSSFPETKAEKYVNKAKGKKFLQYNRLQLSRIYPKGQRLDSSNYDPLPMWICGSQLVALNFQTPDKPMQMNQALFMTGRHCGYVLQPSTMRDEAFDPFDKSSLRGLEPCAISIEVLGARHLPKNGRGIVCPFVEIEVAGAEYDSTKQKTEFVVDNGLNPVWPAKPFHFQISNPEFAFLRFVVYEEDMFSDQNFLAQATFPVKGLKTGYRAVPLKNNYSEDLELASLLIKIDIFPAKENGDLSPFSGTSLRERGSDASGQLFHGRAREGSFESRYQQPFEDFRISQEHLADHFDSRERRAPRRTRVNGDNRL
ASAP1 GAP inh = inhibitors of human ASAP1 ArfGAP activity, primary screen, biochemical, fluorescence polarization; ASAP1-stimulated ARF1 GTP hydrolysis, GDP FP detection; inhibition, % at 16.5 µM; actives 0.19% (n = 360,000); in the data active = inhibition above about 25%;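 note: 0% = vehicle with enzyme and substrate and 100% = no enzyme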
ADAM17 inh = ADAM17 inhibitors, primary screen, biochemical, QFRET | recombinant ADAM17, EDANS/DABCYL FRET peptide cleavage | inhibition, % at 6.95 µM | actives 0.83% (n = 370,000) | AID 720648, 2013;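 active = inhibition above the mean of compounds lying between control limits plus 3 SD, set per campaign, cut at about 8.5% in these data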;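 note: 0% = DMSO-only wells as the low control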
ARFGAP1 inh = inhibitors of rat ARFGAP1 GAP activity, primary screen, biochemical, fluorescence polarization, GDP tracer | ADP-ribosylation factor GTPase-activating protein 1 (Rattus norvegicus), Q62848 | Arfgap1-stimulated ARF1 GTP hydrolysis, GDP FP detection | inhibition, % at 16.5 µM | actives 0.26% (n = 360,000) | AID 651572, 2012;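 active = inhibition above a per-plate limit, mean inhibition of low control wells plus 3 SD, cut at about 25% in these data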;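 note: 0% = DMSO wells with enzyme and 100% = wells lacking Arfgap1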
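Material: rat Arfgap1 catalytic domain, aa 1-136; also added: human ARF1(Δ1-17)-GTP substrate; compound dosing: one concentration, 16.5 µM, DMSO 1.26%; incubation: GTP hydrolysis reaction 2 h at 25 °C; measured by: Tracer-displacement fluorescence polarization with EDTA stop, 620/688 nm; evaluation: % inhibition from polarization; repeats: one replicate per compound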
DDE Tn7 FP inh = inhibitors of Tn7 peptide binding to fibrin DD(E), primary screen, biochemical, fluorescence polarization, human fibrin, Tn7 probe; Fibrinogen beta chain (Homo sapiens), P02675; FP displacement of FITC-Tn7 peptide from fibrin DD(E); 0% = median of compound wells per plate; inhibition, % at 8.3 µM; actives 0.13% (n = 370,000); AID 720508, 2013;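 active = inhibition above the mean of compounds falling within the control limits plus 3 SD of them, cut at about 14% in these data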;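 note: 0% = plate median of compound wells and 100% = 10 µM Aha-Tn7 peptide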
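Also added: labelled Tn7 tracer, 0.1 µM; Assay system: human fibrin DD(E) protein; Amount: 2 µM fibrin DD(E); Schedule: 10 min compound pre-incubation, 3 h probe incubation at room temperature; Repeats: one replicate per compound; Read-out basis: percent inhibition; Measured by: fluorescence polarization of the labelled Tn7 tracer.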
Numbers without * were called inactive; i = inactive; nt = not tested or not shown; & = joins results of further samples. Outcome played no part in choosing rows; overall some 3.6% were active at least once.

no.	SMILES	ADAM10 inh	SIAE inh	PLCb3 inh	DDE Tn6 FP inh	TDP2 inh
1	Cn1c(=NC(=O)CS(=O)(=O)c2ccccc2)sc2cc([N+](=O)[O-])ccc21	-6	-7	-3	-7	-3
2	CCC(C)NC(=O)CS(=O)(=O)Cc1nc(-c2cccc(OC)c2)oc1C (stereo not drawn)	0	1	1	2	1
3	COc1ccc(C2C(C(=O)NCc3ccccn3)c3cc(OC)c(OC)cc3C(=O)N2C)cc1 (stereo not drawn)	5	-1	1	5	-9
4	CC(C)C[C@H](NC(=O)c1nc[nH]c1C(=O)NCCNC(=O)OC(C)(C)C)C(=O)CNCCNC(=O)c1[nH]cnc1C(=O)N[C@@H](C)C(=O)OC(C)(C)C	7	-10	1	-2	-9
5	CC(=O)N1CCN(c2cccc(C)c2C)CC1	-7	2	-2	-1	2
6	O=C(c1ccc(Cl)cc1[N+](=O)[O-])N1CCN(c2ccccn2)CC1	5	-4	12*	-3	-12
7	Cc1ccc(/C=N/n2c(-c3ccco3)n[nH]c2=S)cc1	4	7	-9	4	5
8	Cc1cc(C(=O)NNC(=S)Nc2ccccc2C)cs1	5	1	5	3	-1

no.	PLCg1 inh	ASAP1 GAP inh	ADAM17 inh	ARFGAP1 inh	DDE Tn7 FP inh
1	1	-9	-1	7	-4
2	4	13	2	5	0
3	6	11	-2	-4	-2
4	-7	-15	-2	-4	-1
5	-2	6	-5	11	5
6	8	15	5	2	4
7	-1	-3	-2	2	7
8	3	5	0	0	-8

no.	SMILES	ADAM10 inh	SIAE inh	PLCb3 inh	DDE Tn6 FP inh	TDP2 inh
9	CCOc1ncccc1C(=O)Nc1cccc(-c2nc3cccnc3s2)c1	-9	-14	-5	-5	-3
10	Cc1nnc(SCC(=O)NCCc2ccccc2)s1	-6	7	3	-1	-3
11	Cc1ccc(C(=O)NCC(=O)N2CCN(S(=O)(=O)c3cccs3)CC2)s1	1	11	-6	2	6
12	COc1ccc(NC2CCCN(C(=O)C3(C)CCCCC3)C2)cc1 (stereo not drawn)	-2	17	-5	1	23
13	COc1cccc(NC(=O)CN2CCN(c3nc(-c4cccc(OC)c4)cs3)CC2)c1	21*	4	-2	1	4
14	COc1ccccc1N1CCN(C(=O)C2CCN(S(=O)(=O)c3ccc(C)cc3)CC2)CC1	-3	-3	3	1	2
15	Cc1ccc2c(CC(=O)NCC(C)(C)N3CCOCC3)coc2c1	2	5	-7	5	6
16	COc1cc(CN(C)CC(=O)c2[nH]c(C)c(C(C)=O)c2C)ccc1OC(F)F	-1	-7	-4	-3	-5

no.	PLCg1 inh	ASAP1 GAP inh	ADAM17 inh	ARFGAP1 inh	DDE Tn7 FP inh
9	0	-6	-6	-6	-1
10	-1	0	-4	-3	7
11	-1	5	-3	-4	0
12	0	0	-4	4	5
13	1	10	5	-1	1
14	1	-6	0	2	-2
15	1	11	0	11	-2
16	-5	-13	-3	-3	-5

no.	SMILES	ADAM10 inh	SIAE inh	PLCb3 inh	DDE Tn6 FP inh	TDP2 inh
17	CC(=O)C1=C(C)Nc2ncnn2C1c1ccccc1OCc1ccccc1 (stereo not drawn)	-19	-1	-9	18*	-14
18	CCN(CCn1cccn1)Cc1nc(-c2ccc(OC)cc2)no1	3	-4	-10	2	0
19	C/C=C/C(=O)N1CCC(C(=O)NC2CCCc3ccccc32)CC1 (stereo not drawn)	3	3	3	7	1
20	COc1ccc(C(=O)Nc2ccnn2C2CCN(Cc3ccc4nonc4c3)CC2)cc1	-4	1	-12	-2	-7
21	COc1ccccc1OCc1csc(NC(=O)c2ccco2)n1	5	1	2	8	2
22	C=CCNc1nc(N2CCOCC2)nc(N2CCOCC2)n1	1	-3	-4	-3	-2
23	CCOc1ccc(NC(=S)N2CCC(NC(=O)C3CCCCC3)CC2)cc1	-4	7	-4	3	-2
24	CC(=O)Nc1ccc(S(=O)(=O)N2CCN=C2SCc2ccc(F)cc2)cc1	8	-4	-1	-4	8

no.	PLCg1 inh	ASAP1 GAP inh	ADAM17 inh	ARFGAP1 inh	DDE Tn7 FP inh
17	-5	-9	-8	6	6
18	-2	-1	-2	2	-1
19	2	nt	-1	nt	-1
20	-8	6	-2	-5	2
21	6	-1	-2	4	6
22	2	-1	-3	20	2
23	-2	19	2	5	-4
24	5	2	7	7	6

no.	SMILES	ADAM10 inh	SIAE inh	PLCb3 inh	DDE Tn6 FP inh	TDP2 inh
25	CCN(c1ccccc1)S(=O)(=O)c1cccc(C(=O)NCc2ccncc2)c1	6	-11	6	5	-15
26	O=C(NCc1ccccc1)c1cc(C2CCCCN2S(=O)(=O)c2cccs2)on1 (stereo not drawn)	2	-2	0	-6	10
27	COc1ccc(OC)c(C2C(C(C)=O)=C(O)C(=O)N2CCc2ccc(OC)c(OC)c2)c1 (stereo not drawn)	5	6	-5	-3	-1
28	COc1ccccc1Cc1c(-c2cccc(Cl)c2)nc2c(C)cc(Br)cn12	-9	-8	-6	-3	-7
29	CCOC(=O)c1sc2nc3c(cc2c1N)COC(C)(C)C3	-36	3	i	-8	5
30	CC(=O)N1CCc2cc(S(=O)(=O)Nc3ccc(C)cc3C)ccc21	3	-7	1	3	-11
31	C=CCN(C(=O)C1CC(=O)N(C2CCCC2)C1)c1nc(-c2ccc(S(C)(=O)=O)cc2)cs1 (stereo not drawn)	-35	-5	-16	0	-6
32	CCN(CC)C(=O)CSc1nc2cc3c(cc2c(=O)n1Cc1ccc(OC)cc1)OCO3	0	2	-1	-15	1

no.	PLCg1 inh	ASAP1 GAP inh	ADAM17 inh	ARFGAP1 inh	DDE Tn7 FP inh
25	2	-10	0	-5	6
26	0	-5	3	3	6
27	-4	-1	-4	11	2
28	1	-2	3	6	-3
29	-422	8	-7	14	-4
30	5	5	-1	-6	-4
31	-7	8	-6	8	3
32	0	13	-1	13	1

no.	SMILES	ADAM10 inh	SIAE inh	PLCb3 inh	DDE Tn6 FP inh	TDP2 inh
33	Cc1ccc(S(=O)(=O)Nn2c(C)nnc2-n2nc(C)cc2C)cc1	-5	-4	-1	1	4
34	Cc1ccc(C)c(Cc2c(C)nc3c(C(=O)N4CCOCC4)cnn3c2C)c1	-311	1	-226	-4	3
35	Cc1ccc(NC(=O)CN2CCN(c3ccccn3)CC2)cc1S(=O)(=O)N(C)C	3	3	1	-6	-19
36	COc1ccc(NC(=O)N(CCO)Cc2cc3c(C)cc(C)cc3[nH]c2=O)cc1	-20	1	-4	2	2
37	CC(C)c1c(O)nc(SCc2ccc(F)cc2)[nH]c1=O	-3	-2	-4	1	-1
38	COc1ccc(S(=O)(=O)N2CCN(C(=O)c3ccc(C)o3)CC2)cc1	1	1	-7	0	1
39	CN(C)/C=C(\C#N)S(=O)(=O)c1ccc(Cl)cc1	2	3	-5	4	13
40	COc1ccc(N2CCN(C3CC(=O)NC3=O)CC2)cc1 (stereo not drawn)	4	8	1	-4	11

no.	PLCg1 inh	ASAP1 GAP inh	ADAM17 inh	ARFGAP1 inh	DDE Tn7 FP inh
33	-1	-9	-1	9	4
34	-171	0	-101	2	-10
35	8	-18	-6	-6	-1
36	-6	-1	-8	-11	1
37	1	-2	-1	-6	3
38	1	1	-1	-11	4
39	3	2	0	10	1
40	4	18	0	-9	-2

no.	SMILES	ADAM10 inh	SIAE inh	PLCb3 inh	DDE Tn6 FP inh	TDP2 inh
41	Cc1ccc(COC(=O)c2cc([N+](=O)[O-])ccc2N2CCOCC2)cc1	-4	-2	-7	2	-4
42	Cc1ccc2nc(-c3cccc(SC4CCCCC4)c3)c(NCc3ccccc3)n2c1	-185&-128	8&12	i	3&0	-3&3
43	COc1ccccc1N1CCN(S(=O)(=O)c2cc(-c3cc(C)no3)ccc2C(C)C)CC1	-1	-7	-7	-2	8
44	CCn1ccnc1CN(C)C(=O)C1CCC(=O)N(Cc2cccc(F)c2)C1 (stereo not drawn)	-4	7	-3	-1	3
45	Clc1ccc(C2[C@H]3CN(CC4CCCCC4)[C@H](c4ccccc4)C34CC2(c2ccccc2)C4)cn1 (stereo partly drawn)	6	1	2	1	-5
46	O=C(CO/N=C/c1ccc(OC(F)F)cc1)N1CCc2ccccc21	3	-9	-2	-6	5

no.	PLCg1 inh	ASAP1 GAP inh	ADAM17 inh	ARFGAP1 inh	DDE Tn7 FP inh
41	5	-5	-2	3	-2
42	i	-3&0	-50&-48	-8&6	2&6
43	-1	-10	-1	-10	-7
44	1	9	1	6	-2
45	2	14	0	0	-11
46	-3	11	-3	-8	-4

Ordered by SMILES length (high to low): part of the list above.
no.	SMILES	ADAM10 inh	SIAE inh	PLCb3 inh	DDE Tn6 FP inh	TDP2 inh
45	Clc1ccc(C2[C@H]3CN(CC4CCCCC4)[C@H](c4ccccc4)C34CC2(c2ccccc2)C4)cn1 (stereo partly drawn)	6	1	2	1	-5
43	COc1ccccc1N1CCN(S(=O)(=O)c2cc(-c3cc(C)no3)ccc2C(C)C)CC1	-1	-7	-7	-2	8
35	Cc1ccc(NC(=O)CN2CCN(c3ccccn3)CC2)cc1S(=O)(=O)N(C)C	3	3	1	-6	-19
42	Cc1ccc2nc(-c3cccc(SC4CCCCC4)c3)c(NCc3ccccc3)n2c1	-185&-128	8&12	i	3&0	-3&3
34	Cc1ccc(C)c(Cc2c(C)nc3c(C(=O)N4CCOCC4)cnn3c2C)c1	-311	1	-226	-4	3
38	COc1ccc(S(=O)(=O)N2CCN(C(=O)c3ccc(C)o3)CC2)cc1	1	1	-7	0	1
44	CCn1ccnc1CN(C)C(=O)C1CCC(=O)N(Cc2cccc(F)c2)C1 (stereo not drawn)	-4	7	-3	-1	3
46	O=C(CO/N=C/c1ccc(OC(F)F)cc1)N1CCc2ccccc21	3	-9	-2	-6	5
39	CN(C)/C=C(\C#N)S(=O)(=O)c1ccc(Cl)cc1	2	3	-5	4	13
40	COc1ccc(N2CCN(C3CC(=O)NC3=O)CC2)cc1 (stereo not drawn)	4	8	1	-4	11

no.	PLCg1 inh	ASAP1 GAP inh	ADAM17 inh	ARFGAP1 inh	DDE Tn7 FP inh
45	2	14	0	0	-11
43	-1	-10	-1	-10	-7
35	8	-18	-6	-6	-1
42	i	-3&0	-50&-48	-8&6	2&6
34	-171	0	-101	2	-10
38	1	1	-1	-11	4
44	1	9	1	6	-2
46	-3	11	-3	-8	-4
39	3	2	0	10	1
40	4	18	0	-9	-2

Screening results (PubChem BioAssay)
